PI4K2A inh = qHTS for small molecular inhibitors of PI4K2A; Phosphatidylinositol 4-kinase type 2-alpha (Homo sapiens), Q9BTU6; purified PI4K2A, ADP-Glo luminescence, 1 h; active compounds read low; activity change, negative = inhibition, % at 76.9 µM; hit rate 0.13% among 420,000; AID 1346378, 2018; in the data active means activity change below about -50%; inconclusive means mostly about -30% to -49%;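 further: -100% = wells without enzyme as full effect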
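ADP-Glo luminescence measured ADP generated by PI4K2A enzyme (4 ug/mL before mixing) with 1.2 mM PI substrate (pre-mix) and 300 microM ATP (pre-mix). Tris pH7.5 buffer with MgCl2, Triton X-100; 1 h reaction at ambient temperature.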
HP1b chromo inh = HTS for Inhibitors of HP1-beta Chromodomain Interactions with Methylated Histone Tails; Chromobox protein homolog 1 (Homo sapiens), P83916; AlphaScreen HP1-beta / biotin-H3K9me3 peptide binding; Potency, µM (top dose mostly 114 µM), for inactives: at the top dose activity change, negative = inhibition, actives largely listed as inhibitors; hit rate 0.56% among 390,000; AID 540317, 2011; further: potency means the concentration at half of the fitted maximal effect; nearly all actives have a fitted effect of over 70% in size; inactives centre near 23
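Compound inhibition of the preformed complex between 50 nM HP1-beta and 50 nM biotinylated H3K9me3 peptide was read by AlphaScreen. Buffer was PBS pH 7.4 with 0.01% Tween-20. Incubations ran 30 min at room temperature, with 10 ug/mL donor/acceptor beads.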
USP1-UAF1 inh = Inhibitors of USP1/UAF1: Primary Screen; Ubiquitin carboxyl-terminal hydrolase 1 (Homo sapiens), O94782; Potency, µM (highest dose often 57.1 µM), for inactives: top-dose activity change, negative = inhibition, most hits filed as inhibitors; AID 743255, 2014; hit rate 0.23% among 390,000; recombinant USP1/UAF1, Ub-Rhodamine cleavage fluorescence; further: potency means the concentration at half of the fitted maximal effect; on the % scale 0 is the no-effect control and ±100 the full control effect; nearly all actives have a fitted effect of over 60% in size; inactives centre near -12
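1 nM enzyme complex + cpd, 15 min RT; start with Ub-Rho 150nM final; kinetic fluorescence ex 480/em 540, 6 reads q60 s. Buffer 50mM HEPES pH 7.8, 0.5mM EDTA, 0.1 mg/ml BSA, 1mM TCEP, 0.01% Tween-20.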
Pin1 inhibitor = qHTS Assay to Find Inhibitors of Pin1. Peptidyl-prolyl cis-trans isomerase NIMA-interacting 1 (Homo sapiens), Q13526. Pin1 FP peptide displacement, HiFluor488, 10 min. Potency, µM (titrated, usually from 115 µM), without a hit: at the top dose activity, negative = inhibition, hits mostly inhibitors. hit rate 0.009% among 390,000. AID 504891, 2011; active means well fitted inhibition curve with a large enough effect in the polarisation, with a control signal flat, not every such curve was filed as active; inconclusive means small, poorly fitted or top-dose-only effect, or effect the other way, or a change in a side signal; inactive means no such curve, though single readings can be large or run the other way; the % refers to the polarisation; further: potency means the concentration at half of the fitted maximal effect; on the % scale 0 is the no-effect control and ±100 the full control effect
PGK inhibitor = qHTS Assay to Find Inhibitors of Phosphoglycerate Kinase; Phosphoglycerate kinase, glycosomal (Trypanosoma brucei brucei), P07378; PGK/GAPDH coupled, Kinase-Glo luminescence, 60 min; AID 602233, 2012; hit rate 0.043% among 380,000; Potency, µM (series often up to 57.5 µM), for the others: top-dose activity change, negative = inhibition, most hits filed as inhibitors; further: potency means the concentration at half of the fitted maximal effect; on the % scale 0 is the no-effect control and ±100 the full control effect; nearly all actives have a fitted effect of over 60% in size
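Luminescent ATP detection (Kinase-Glo Plus) follows a 60-minute room-temperature incubation, with wells lacking PGK as controls. Buffer: 100 mM TEA (pH 7.6), 5 mM MgCl2, 0.01% Tween-20. Coupling enzyme GAPDH (100 nM final) supplies unstable 1,3-BPG in-well.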
GLS inhibitor = qHTS for Inhibitors of Glutaminase (GLS); Glutaminase kidney isoform, mitochondrial (Homo sapiens), O94925; GLS enzymatic activity, qHTS titration; Potency, µM (doses to about 45.5 µM), for the others: at the top dose activity change, negative = inhibition, actives largely listed as inhibitors; hit rate 0.21% among 410,000; AID 624170, 2012; further: potency means the concentration at half of the fitted maximal effect; on the % scale 0 is the no-effect control and ±100 the full control effect
Target sequence (O94925 whole entry, looked up, canonical isoform): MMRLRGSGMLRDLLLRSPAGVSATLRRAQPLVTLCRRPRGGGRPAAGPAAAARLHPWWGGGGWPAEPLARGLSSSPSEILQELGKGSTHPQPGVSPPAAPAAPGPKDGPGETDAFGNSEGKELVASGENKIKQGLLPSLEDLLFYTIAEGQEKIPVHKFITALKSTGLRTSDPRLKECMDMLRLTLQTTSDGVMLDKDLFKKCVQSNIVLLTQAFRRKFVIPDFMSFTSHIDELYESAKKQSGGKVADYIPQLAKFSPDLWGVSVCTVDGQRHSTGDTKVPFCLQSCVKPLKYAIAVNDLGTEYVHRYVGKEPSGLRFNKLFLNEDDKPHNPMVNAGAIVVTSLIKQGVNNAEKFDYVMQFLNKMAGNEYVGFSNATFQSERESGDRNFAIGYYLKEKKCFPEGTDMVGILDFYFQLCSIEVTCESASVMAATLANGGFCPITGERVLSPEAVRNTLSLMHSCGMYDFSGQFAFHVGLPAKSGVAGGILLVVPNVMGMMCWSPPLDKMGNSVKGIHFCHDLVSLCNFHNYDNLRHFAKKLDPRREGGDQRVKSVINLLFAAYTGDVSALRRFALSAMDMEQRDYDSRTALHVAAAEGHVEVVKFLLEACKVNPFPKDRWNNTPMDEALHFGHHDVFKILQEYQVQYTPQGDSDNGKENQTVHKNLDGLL
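Compounds were pin-transferred onto hKGA, after which L-glutamine (1 mM solution) and a detection mix of glutamate oxidase, HRP and Amplex Red were added. Initial and 30 min RT fluorescence reads were collected.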
TrxR1 substrate = qHTS Assay for Substrates of Mammalian Selenoprotein Thioredoxin Reductase 1 (TrxR1): qHTS. purified TrxR1 substrate turnover, NADPH consumption readout. Potency, µM (highest dose often 114 µM), without a hit: top-dose activity change, negative = substrate turnover. Thioredoxin reductase 1, cytoplasmic (Rattus norvegicus), O89049. hit rate 0.01% among 390,000; further: potency means the concentration at half of the fitted maximal effect; on the % scale 0 is the no-effect control and ±100 the full control effect; nearly all actives have a fitted effect of over 50% in size
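Rat TrxR1, dispensed at 90 nM, was prereduced with 400 uM NADPH (final) for 5 min at ~22 deg C, then incubated with compound 15 min before 400 uM selenite. A first-read NADPH fluorescence drop versus no-compound background flagged substrates.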
mIDH1 inhibitor = qHTS for Inhibitors of mutant isocitrate dehydrogenase 1 (IDH1): qHTS. IDH1-R132H enzyme, NADPH consumption, diaphorase/resazurin fluorescence. Isocitrate dehydrogenase [NADP] cytoplasmic (Homo sapiens), O75874. Potency, µM (highest dose often 76.6 µM), for the others: top-dose activity change, negative = inhibition, usual class: inhibitors. hit rate 0.093% among 390,000; further: potency means the concentration at half of the fitted maximal effect; on the % scale 0 is the no-effect control and ±100 the full control effect; nearly all actives have a fitted effect of over 65% in size
Target sequence (O75874 whole entry R132H, stated change not applied): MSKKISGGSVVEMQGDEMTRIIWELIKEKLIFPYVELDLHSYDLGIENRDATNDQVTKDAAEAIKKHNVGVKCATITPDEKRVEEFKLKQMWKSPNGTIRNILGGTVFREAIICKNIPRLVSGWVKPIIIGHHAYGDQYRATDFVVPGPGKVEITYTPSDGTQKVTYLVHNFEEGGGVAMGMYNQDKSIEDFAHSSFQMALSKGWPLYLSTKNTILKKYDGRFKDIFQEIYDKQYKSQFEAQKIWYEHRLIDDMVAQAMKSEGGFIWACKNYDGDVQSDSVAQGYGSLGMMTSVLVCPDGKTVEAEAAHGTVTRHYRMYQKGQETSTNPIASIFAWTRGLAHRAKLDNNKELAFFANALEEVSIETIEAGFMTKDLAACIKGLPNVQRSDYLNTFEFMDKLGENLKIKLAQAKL
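IDH1-R132H (0.5 ug/mL dispensed) in pH 7.5 Tris buffer was preincubated 30 min with compound, then given a substrate mix of 0.016 mM NADPH and 2 mM alpha-KG for 80 min at room temperature; remaining NADPH was read by diaphorase/resazurin fluorescence.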
TrxR1 inh = qHTS Assay for Inhibitors of Mammalian Selenoprotein Thioredoxin Reductase 1 (TrxR1): qHTS | Thioredoxin reductase 1, cytoplasmic (Rattus norvegicus), O89049 | recombinant rTrxR1, NADPH fluorescence consumption, selenite substrate | Potency, µM (highest dose often 114 µM), inactives show at the highest dose activity change, negative = inhibition, actives largely listed as inhibitors | hit rate 1% among 390,000 | AID 588453, 2011; further: potency means the concentration at half of the fitted maximal effect; on the % scale 0 is the no-effect control and ±100 the full control effect; nearly all actives have a fitted effect of over 65% in size
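Rat TrxR1 (90 nM in the dispensed reagent) was pre-reduced with 400 uM NADPH for 5 min at room temperature, then incubated with compound for 15 min. After 400 uM selenite was added, NADPH fluorescence (Ex 340/Em 450 nm) was followed for 8 min.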
Starred values were filed as active, the others as inactive; i = inactive; ? = inconclusive; . = no result given; & = joins results of further samples; [ ] = remark or other dose. Unless noted, the call rests on the fitted dose curve; in most records, active means well fitted curve in the direction sought with a large enough effect; inconclusive means small, poorly fitted or top-dose-only effect, or another doubt; inactive means no such curve, though single readings can be large; an effect the other way counts as inactive or inconclusive. This is a subset; the hit share may differ from the screen's.

canonical_smiles	PI4K2A inh	HP1b chromo inh	USP1-UAF1 inh	Pin1 inhibitor	PGK inhibitor	GLS inhibitor	TrxR1 substrate	mIDH1 inhibitor	TrxR1 inh
Cc1ccc(CNC(=O)CSc2nc3ccsc3c(=O)n2Cc2ccccc2F)cc1	-3	15%	-22%	-8%	11%	-11%	2%[57.1 µM]	3%	10%[57.1 µM]
O=C(CC12CC3CC(CC(Br)(C3)C1)C2)OCCN1CCCCC1	0	21%	-12%	-2%	i	-3%	0%[57.1 µM]	8%	22%[57.1 µM]
CN(c1ccc(OCC(=O)Nc2ccc(S(N)(=O)=O)cc2)cc1)S(=O)(=O)c1ccc(F)cc1	1	2%	-6%	2%	1%	0%	0%	-1%	18%
CCn1cc(C(=O)N2CCN(c3ccccc3OC)CC2)c(=O)c2cc(S(=O)(=O)N3CCCCC3)ccc21	2	-4%	-22%	5%	1%	9%	3%	13%	13%
COc1ccc(-c2c(-c3cc(OC)cc(OC)c3)n(C)c3ccc(-c4ccn[nH]4)cc23)cc1	-5	?	-25%	0%	2%	-3%	32%[activator][57.1 µM]	-4%	61%[activator]
Cc1ccc(C)c(S(=O)(=O)Nc2ccc(C(=O)NCCCN(C)C)cc2)c1	2	.	-31%	.	-4%	2%	.	-3%	.
Cc1ccc(NC2CCCN(C(=O)c3ccccn3)C2)cc1C (centres undefined)	-10	14%[57 µM]	-9%	8%	6%	13%	1%	-5%	4%
Cc1ccc(NC(=O)C2=CN3CCS(=O)(=O)N=C3C=C2)cc1	-1	35%	-15%	-9%	-5%	-2%	-10%	7%	6%[57.1 µM]
CNC(=S)Nc1ccc(OC(F)(F)F)cc1	-3	30%	-13%	1%	-5%	-2%	-1%	-5%	7%
Cc1cc(Br)cc(C=Nc2ccc(N3CCOCC3)cc2)c1O	-2	32%	?	10%	-9%	35%[activator]	2%	7%	13%
Cc1cc(-c2ccccc2)oc(=O)c1NC(=O)c1ccccc1	-17	-3%	1%	-2%	-1%	4%	-2%[57.1 µM]	-1%	-8%
CCc1ccccc1NC(=O)c1cc(S(=O)(=O)N2CCCc3ccccc32)ccc1F	1	38%	-27%	13%	0%	2%	5%[57.1 µM]	-4%	26%[57.1 µM]
O=[N+]([O-])c1cccc(CON=Cc2cc(Cl)ccc2O)c1	0	.	-20%	.	-3%	14%	.	-7%	.
CSC1=C(C#N)C(c2ccc(Cl)cc2)C2=C(CC(C)(C)CC2=O)N1 (centres undefined)	5	65%[activator]	-20%	18%	-7%	-6%	-3%	2%	-32%
COCCN1C(=O)N(c2ccc(OC)cc2)C(=O)C1CC(=O)Nc1cccc(F)c1 (centres undefined)	0	33%	-12%	-4%	-2%	1%	5%	3%	17%
CCc1cccc(NS(=O)(=O)c2ccc3c(c2)NC(=O)CO3)c1	-2	19%	-10%	-6%	4%	6%	-4%	6%	13%
NS(=O)(=O)c1ccc(CCNC(=O)C2COc3ccccc3C2)cc1 (centres undefined)	5	23%[57 µM]	?	-9%	-5%	-11%	2%[57.1 µM]	1%	22%[57.1 µM]
NC(=O)CC[C@@H]1NC(=O)[C@@H]2CCCN2C(=O)c2cc([N+](=O)[O-])cc(I)c2NCCC[C@@H](C(N)=O)NC1=O	-1	54%[activator]	-27%	-10%	-9%	1%	3%[57.1 µM]	0%	-24%[57.1 µM]
CCCCN(CC)C(=O)c1c[nH]c2ccc(S(=O)(=O)Nc3cccc(OC)c3)cc2c1=O	1	-3%	-7%	2%	-13%	-5%	-2%	0%	-6%
COc1ccc(-n2c(=O)c3ccccc3n(CC(=O)NC3CCCCC3)c2=O)cc1	3	25%	-8%	20%	9%	0%	4%[57.1 µM]	1%	-9%[57.1 µM]
COc1ccccc1C1OC(c2cccc([N+](=O)[O-])c2)=NN1C(C)=O (centres undefined)	9	?	-21%	-1%	3%	5%	4%[57.1 µM]	5%	-3%[57.1 µM]
COC(=O)COc1ccc(S(=O)(=O)NCc2ccncc2)cc1	4	67%[activator]	-27%	0%	5%	-5%	4%	1%	20%
COc1ccc(NC(=O)c2cc3cccc(OC)c3oc2=Nc2ccc(C(=O)O)cc2)cc1OC	-1	17%	-20%	?	0%	6.3µM*	-1%	0%	5%
O=C(COC(=O)c1ccc(N2CCCC2=O)cc1)NCc1ccco1	1	29%	-6%	4%	4%	2%	12%[57.1 µM]	-4%	7%[57.1 µM]
CCN(CC)CC(=O)Nc1ccc(Oc2ccc(NC(=O)CN(CC)CC)cc2)cc1	16	8%[57 µM]	-11%	0%	-3%	0%	-2%	3%	13%
COc1ccc(CCNC(=O)CCn2c(=O)c3cccn3c3ccc(F)cc32)cc1OC	2	4%	-2%	3%	0%	-18%	1%	-9%	0%
COC(=O)c1ccc(C2C(C(=O)Nc3ccc(C)cc3C)=C(C)Nc3ncnn32)cc1 (centres undefined)	2	17%	-10%	-5%	-2%	5%	0%	7%	13%
Cc1ccc(CC(=O)NC2CCSC2=O)cc1 (centres undefined)	0	31%	0%	1%	0%	-1%	2%	-2%	10%
CCN(CC)CCNC(=O)Cn1cnc2sc(C)c(S(=O)(=O)N3CCC(C)CC3)c2c1=O	1&0	7%&16%	-21%&-1%	0%&0%	-2%	0%&1%	0%	-1%&-12%	5%
CCCNC(=O)c1ccccc1NC(=O)CN(c1ccccc1)S(=O)(=O)N(C)C	6	28%[57 µM]	-11%	3%	-8%	0%	-1%	4%	16%
Cc1sc(NC(=O)c2cc3ccccc3oc2=O)c(C(=O)OC(C)C)c1-c1ccccc1	-7	1%	-11%	-3%	-3%	3%	5%	4%	23%
COc1ccc(C(=O)C(CN2CCOCC2)c2ccccc2)cc1 (centres undefined)	38	9%	-4%	2%	.	-1%	6%	3%	-7%
COC(=O)c1ccc(Nc2ncnc3c2cnn3C)cc1	-7	-11%	1%	-4%	-3%	-17%	5%[57.1 µM]	-11%	28%[57.1 µM]
CCCC(=O)Nc1c2c(nc3ccccc13)N(c1ccccc1)CC2	8	33%	-3%	8%	-9%	-9%	54%[activator][57.1 µM]	-13%	15%
Cc1cc(C(C)(C)C)cc(S(=O)(=O)NCCO)c1C	-3	24%	-19%	7%	i	-4%	6%	4%	12%
C=CCn1c(-c2ccc(OC)cc2)csc1=Nc1c(C)n(C)n(-c2ccccc2)c1=O	-2	-10%	-4%	4%	4%	22%	14%[57.1 µM]	3%	17%[57.1 µM]
NC(=O)C1=C[C@@H](c2ccc3c(c2)OCO3)C[C@@H](OCCCCO)O1	-5	32%	5%	1%	-1%	3%	-2%	9%	-13%
CN(CC(=O)Nc1ccc(N2CCOCC2)cc1)C(=O)c1cc2c(s1)CCCC2	-1	30%	-20%	6%	-2%	48%[activator]	4%	3%	20%
CCN(CC)S(=O)(=O)c1cccc(C(=O)OCC(=O)NCCN2C(=O)CSC2=O)c1	-3	45%[activator]	-23%	2%	-4%	2%	5%	2%	21%
CC(=O)CC(=O)Nc1ccccc1NC(C)=O	-2	21%	-9%	-9%	i	0%	8%	7%	-5%
Cc1ccc(CNC(=O)CCC2CCCN(Cc3cc4ccccc4o3)C2)o1 (centres undefined)	2	15%	2%	3%	6%	-1%	-6%	1%	-32%
O=[N+]([O-])c1ccc(CSc2nnc(Cc3ccccc3)o2)cc1	9	14%	?	-7%	i	0%	4%[57.1 µM]	8%	15%[57.1 µM]
COc1ccc(N(C(=O)Cn2nnc3ccccc32)C(C(=O)NCc2ccco2)c2ccncc2)cc1 (centres undefined)	-1	-21%	-14%	-7%	-4%	-10%	7%[57.1 µM]	2%	11%[57.1 µM]
Cc1c(CC(=O)O)c(=O)oc2c(C)c(OCc3nn[nH]n3)ccc12	1	25%	-11%	-6%	i	-4%	363%[activator]	0%	-5%
Cn1c(CN2CCN(C(=O)c3ccccc3Cl)CC2)nc2cc([N+](=O)[O-])ccc21	1	31%[activator]	-10%	4%	-1%	1%	6%[57.1 µM]	3%	7%[57.1 µM]
CN(C)Cc1cc2ccccc2c2c1COC2	-12	-16%	-14%	0%	-4%	10%	15%	8%	32%
